Rad51 HR inh: blocks human Rad51 in homologous recombination | Q06609 | hRad51 DNA strand exchange, fluorescence dequenching | inhibition, % at 10 µM | 200,000 tested, 0.085% active;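 active = inhibition above 40% at the single screening dose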;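 also: 0% = DMSO control wells and 100% = blanks with heterologous ssDNA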
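Test system – preformed human Rad51 ssDNA filaments · Reagent – Donor/quencher-labelled 47-bp dsDNA substrate · Incubation – 37 °C 15-min filament assembly, 30-min compound preincubation, 15-min exchange · Signal – FRET fluorescence dequenching, excitation 485 nm, emission 520 nm · Read-out – percent inhibition from fluorescence, normalised to plate control and blank means · Benchmarks – plate control and blank wells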
14-3-3 Bad inh: disrupts binding of bovine 14-3-3 zeta to phospho-Bad peptide. P63103. TR-FRET 14-3-3zeta/Dy647-pBad peptide displacement, 1 h. inhibition, % at 21.7 µM. 220,000 tested, 0.71% active;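 active = inhibition above about 70%, limit read from the data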;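 also: 0% = full 14-3-3 plus peptide FRET controls and 100% = background without 14-3-3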
Target sequence (P63103 whole entry, looked up): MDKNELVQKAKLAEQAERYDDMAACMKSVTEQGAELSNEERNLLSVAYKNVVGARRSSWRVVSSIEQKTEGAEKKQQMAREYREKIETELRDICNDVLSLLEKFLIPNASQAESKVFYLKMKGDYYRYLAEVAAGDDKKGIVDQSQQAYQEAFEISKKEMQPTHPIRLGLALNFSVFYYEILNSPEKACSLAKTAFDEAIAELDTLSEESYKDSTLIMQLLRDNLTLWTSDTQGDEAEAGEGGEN
eIF4E 4G PPI: inhibitors of eIF4E and eIF4G interaction in translation initiation | AID 782 | 220,000 tested, 0.37% active | P63073+Q04637 | inhibition, % at 21.7 µM | TR-FRET eIF4E-eIF4GI(517-606) binding, 2 h;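 active = inhibition above about 30%, limit read from the data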;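 also: 0% = full FRET control wells and 100% = background wells lacking eIF4GI fragment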
FXIIa inh 1536: blocks human coagulation factor XIIa protease activity; purified FXIIa, Boc-QGR-AMC fluorogenic substrate, 2 h; P00748; 220,000 tested, 0.3% active; inhibition, % at 5 µM; in the data active = inhibition above about 40%;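 also: 0% = enzyme with no compound and 100% = blank without enzyme; many of its hits are not listed in these tables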
p97 inhibitor: human p97 ATPase inhibition; inhibition, % at 8 µM; AID 1481; P55072; recombinant p97 ATPase, Kinase-Glo ATP luminescence, 3 h; 220,000 tested, 0.42% active; in the data active = inhibition above about 15%;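 also: 0% = DMSO vehicle and 100% = wells lacking enzyme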
Target sequence (P55072 whole entry, looked up): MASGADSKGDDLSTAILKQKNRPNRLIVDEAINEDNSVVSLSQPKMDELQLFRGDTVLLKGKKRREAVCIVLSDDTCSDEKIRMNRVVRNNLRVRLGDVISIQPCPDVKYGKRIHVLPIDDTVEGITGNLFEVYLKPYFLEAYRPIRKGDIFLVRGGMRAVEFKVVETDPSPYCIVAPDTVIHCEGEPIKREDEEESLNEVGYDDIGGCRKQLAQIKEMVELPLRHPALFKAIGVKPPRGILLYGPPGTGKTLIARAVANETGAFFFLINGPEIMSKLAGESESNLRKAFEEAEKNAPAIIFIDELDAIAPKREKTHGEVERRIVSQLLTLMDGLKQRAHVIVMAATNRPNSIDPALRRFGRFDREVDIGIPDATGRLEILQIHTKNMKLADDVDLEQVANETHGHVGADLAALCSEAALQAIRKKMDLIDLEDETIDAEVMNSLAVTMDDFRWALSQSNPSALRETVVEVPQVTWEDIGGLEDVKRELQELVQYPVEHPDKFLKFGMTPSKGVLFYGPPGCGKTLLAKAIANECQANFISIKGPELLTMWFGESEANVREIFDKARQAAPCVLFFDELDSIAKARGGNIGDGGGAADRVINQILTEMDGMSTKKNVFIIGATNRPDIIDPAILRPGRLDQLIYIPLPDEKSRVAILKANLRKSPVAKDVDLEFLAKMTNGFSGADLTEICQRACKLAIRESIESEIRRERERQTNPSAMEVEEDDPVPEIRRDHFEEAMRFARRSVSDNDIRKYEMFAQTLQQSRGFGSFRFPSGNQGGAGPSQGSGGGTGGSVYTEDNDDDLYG
FXIa inh 1536: blocks human coagulation factor XIa protease activity. AID 798. purified FXIa, Boc-Glu-Ala-Arg-AMC fluorogenic substrate. 220,000 tested, 0.14% active. P03951. inhibition, % at 5 µM;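 active = inhibition of at least 40%; inactive = inhibition below 40%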;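 also: fluorescence of freed AMC excited at 355 nm; 0% = enzyme without compound and 100% = no enzyme blank; many of its hits are not listed in these tables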
Wee1 degr inh: blocks degradation of human Wee1 kinase | P30291 | reporter increase, % at 5 µM | AID 1321 | HeLa Luc-Wee1K328M stability, luciferase luminescence; 100% = proteasome inhibitor MG132 effect | 220,000 tested, 1.2% active;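 active = activation above the mean of all tested compounds plus 3 SD, set per screening run, cut at about 8.8% in these data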;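 also: cells exposed to compound for 20 h before luminescence read; 0% = DMSO alone and 100% = MG132 at 30 µM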
MDM2 E3 inh: Mdm2 E3 ligase (human) inhibition; 210,000 tested, 0.11% active; Q00987; AID 1230; cell-based MDM2 ubiquitination luciferase reporter, 2 h; 0 = plate control, 100 = twice control, blank-subtracted; signal enhancement, % at 5 µM;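 active = signal enhancement of 30% or more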;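 also: luminescence tracks abundance of the self-degrading MDM2-luciferase fusion protein; higher signal means inhibition of MDM2 E3 ligase activity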
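Assay system: stable mammalian line carrying autodegrading MDM2–luciferase fusion reporter; Input: 2000 cells in each well; Compound dosing: single-point 5 µM; Schedule: 2 h compound exposure at 37 °C; Signal: SteadyLite luciferase luminescence after 15 min room-temperature reagent incubation; Evaluation: % luminescence enhancement versus blank-corrected plate control mean; Benchmarks: plate controls and plate blanks.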
hK5 inh: inhibitors of human kallikrein 5; Q9Y337; inhibition, % at 5 µM; recombinant hK5, fluorogenic AMC substrate cleavage; 210,000 tested, 0.59% active;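 active = inhibition of 40% or more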;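 also: 0% = enzyme controls without compound and 100% = no-enzyme blanks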
Numbers without * were called inactive; . = not tested or not shown; [ ] = remark or other dose. No enrichment for hits; 3.5% or so of the library scored in one or more.

Results follow in this order: hK5 inh | MDM2 E3 inh | Wee1 degr inh | FXIa inh 1536 | Rad51 HR inh | 14-3-3 Bad inh | p97 inhibitor | eIF4E 4G PPI | FXIIa inh 1536
1	CC(C)(C)c1ccc(OCCOc2ccc(C(C)(C)C)cc2NC=O)c(NC=O)c1
    -3 | -3 | 2 | 2 | 0 | -4 | 0 | 6 | 5
2	CCc1ccc2ncc(S(=O)(=O)c3ccc(C)c(C)c3)c(N3CCCC3)c2c1
    -3 | -14 | 0 | -5 | 0 | -4 | -7 | 7 | 4
3	CCCCOC(=O)C1=C(C)Nc2ncnn2C1c1cc(OC)c(OC)cc1OC (stereo not drawn)
    -3 | 11 | 0 | 6 | -4 | 8 | -4 | 3 | 15
4	COc1ccccc1OCCCC(=O)Nc1ccc([N+](=O)[O-])cc1Br
    -7 | -8 | -1 | -4 | 3 | -9 | 0 | 0 | 9
5	O=C(c1cnn2c(C(F)(F)F)cc(-c3ccco3)nc12)N1CCCc2ccccc21
    -4 | -10 | -4 | 4 | -5 | 5 | 1 | -1 | 10
6	Cc1ccc2cc(C#N)c(SCc3nnc(-c4ccccc4[N+](=O)[O-])o3)nc2c1
    0 | -20 | -1 | 6 | 3 | 6 | -4 | 1 | 1
7	Oc1ccc2ccccc2c1CN1CCN(c2ccccc2F)CC1
    -2 | -8 | 2 | 2 | 3 | 11 | 7 | -3 | 19
8	O=C(NCC1CCCO1)c1ccc2c(c1)C(=O)N(C1CCCCC1)C2=O (stereo not drawn)
    0 | 6 | -1 | 11 | -2 | -14 | -4 | -1[fluorescence artefact?] | 6
9	CCC(=O)Nc1ccc2c(c1)nc(CCN1CCN(c3ccccc3)CC1)n2C
    -1 | -9 | 3 | 4 | 21 | -4 | 8 | 4 | 9
10	COc1cc(OC)c(C2=Nc3ccc(Br)cc3C(c3ccccc3)N2CC(=O)NN)cc1OC (stereo not drawn)
    4 | -17 | 0 | 3 | -7 | 15 | -1 | 2 | 10
11	O=C(CCNS(=O)(=O)c1cccs1)NCc1ccccc1
    -21 | -5 | -2 | -3 | -6 | -3 | 2 | 0 | 21
12	CC1(C)Oc2ccc(/C=C/C(=O)N3CCOCC3)c(O)c2C(N2CCOCC2)C1O (stereo not drawn)
    -7 | 2 | 1 | -8 | 9 | -9 | 6 | 3 | 11
13	O=c1cc2c(nn1Cc1ccc(Cl)cc1)-c1ccccc1CC2
    -9 | -6 | -2 | -9 | -3 | 6 | 1 | 7 | 5
14	O=C(COC(=O)Cc1ccc(Br)cc1)NCc1ccc(F)cc1
    -9 | -19 | -1 | -4 | -4 | -2 | 1 | -2 | 0
15	C=CC(COCc1ccccc1)N(C(=O)OC(C)(C)C)S(=O)(=O)c1ccccc1Br (stereo not drawn)
    0 | 10 | . | -5 | -6 | 0 | . | 1 | 5
16	C/C=C\C(=O)Nc1cccc(C2=NOC3(C2)C[C@@H](C(N)=O)N(C(=O)c2ccccc2)C3)c1 (stereo partly drawn)
    0 | 2 | . | 2 | 10 | -1 | . | 2 | 1
17	CCOc1cccc(-c2nnc(SCC(=O)Nc3cccc(OC)c3)n2N)c1
    -23 | -5 | -1 | 4 | -4 | 2 | -2 | 2 | -2
18	Cc1ccccc1C(=O)NC(=S)NCCc1ccccc1
    -15 | -1 | 2 | 8 | 4 | -19 | 3 | 4 | 16
19	Cc1ccc2c(c1)N(CCC(=O)NCc1cccs1)C(=O)C(C)O2 (stereo not drawn)
    5 | -4 | 3 | 3 | -5 | 5 | -7 | -3[fluorescence artefact?] | 16
20	Cc1[nH]c2ccc(F)cc2c1CCN(Cc1ccncc1)C(=S)Nc1cccc(F)c1
    -3 | -5 | 0 | -3 | -4 | -11 | 7 | -5 | 2
21	COc1ccc2nc(NC(=O)c3ccoc3C)sc2c1
    -3 | 6 | 0 | -4 | -6 | -5 | -32 | -2 | 16
22	COc1cc(NC(=O)COc2ccc(Cl)cc2)ccc1NC(=O)C(C)C
    -1 | . | -5 | -2 | . | -3 | 0 | -6 | 7
23	Cc1cc(OC(=O)c2ccc(S(=O)(=O)N3CCCCC3)cc2)c([N+](=O)[O-])c(=O)[nH]1
    -8 | -14 | 0 | 9 | -6 | 7 | 15* | 1 | 14
24	COc1cc2c(cc1OC)C(=O)CCS2
    -66 | -3 | 4 | -7 | -4 | -7 | 2 | -9 | -3
25	Oc1ccc(/C=N/N=C(c2ccccc2)c2ccccc2)c(O)c1O
    -98 | -1 | 2 | 0 | 5 | 17[fluorescence artefact?] | 8 | 33*[fluorescence artefact?] | 2
26	COc1ccc(Br)c(C(=O)N2CCN(S(=O)(=O)c3cccs3)CC2)c1
    0 | . | 2 | -1 | -3 | 0 | 1 | -9 | 11
27	CC(C)c1ccc(NC(=O)C(c2ccc3c(c2)OCO3)N2CCCCC2)cc1 (stereo not drawn)
    -22 | -8 | 2 | -4 | 5 | -3 | -3 | -2 | 0
28	Cc1c(-c2ccccc2)[n+](=O)c2c(n1[O-])CCC2
    -8 | -4 | -1 | 6 | 0 | 2[fluorescence artefact?] | 9 | 3 | 16
29	CCCCC(=O)Nc1nn(CCC)c2nc3ccccc3cc12
    -11 | -12 | -2 | -3 | 6 | -2 | 1 | -10 | 10
30	Cc1ccc(NC2=NCCCCC2)cc1C
    4 | -9 | 0 | 18 | 13 | -5 | 0 | -5 | -11

Five of the entries above in order of their number in p97 inhibitor, rising:
| entry | canonical_smiles | hK5 inh | MDM2 E3 inh | Wee1 degr inh | FXIa inh 1536 | 14-3-3 Bad inh | p97 inhibitor | eIF4E 4G PPI | FXIIa inh 1536 |
| --- | --- | --- | --- | --- | --- | --- | --- | --- | --- |
| 27 | CC(C)c1ccc(NC(=O)C(c2ccc3c(c2)OCO3)N2CCCCC2)cc1 (stereo not drawn) | -22 | -8 | 2 | -4 | -3 | -3 | -2 | 0 |
| 26 | COc1ccc(Br)c(C(=O)N2CCN(S(=O)(=O)c3cccs3)CC2)c1 | 0 | . | 2 | -1 | 0 | 1 | -9 | 11 |
| 11 | O=C(CCNS(=O)(=O)c1cccs1)NCc1ccccc1 | -21 | -5 | -2 | -3 | -3 | 2 | 0 | 21 |
| 18 | Cc1ccccc1C(=O)NC(=S)NCCc1ccccc1 | -15 | -1 | 2 | 8 | -19 | 3 | 4 | 16 |
| 28 | Cc1c(-c2ccccc2)[n+](=O)c2c(n1[O-])CCC2 | -8 | -4 | -1 | 6 | 2[fluorescence artefact?] | 9 | 3 | 16 |

Further entries follow.
Results follow in this order: hK5 inh | MDM2 E3 inh | Wee1 degr inh | FXIa inh 1536 | Rad51 HR inh | 14-3-3 Bad inh | p97 inhibitor | eIF4E 4G PPI | FXIIa inh 1536
31	CCOC(=O)C1CCN(S(=O)(=O)c2ccc3[nH]c(=O)oc3c2)CC1
    2 | -10 | 0 | -3 | 9 | 7 | 2 | -6 | 9
32	O=C(Nc1ccc2c(c1)OCCO2)C1CCN(S(=O)(=O)c2ccc(Br)s2)CC1
    -23 | -21 | 1 | 5 | -6 | -6 | 5 | 4[fluorescence artefact?] | 15
33	C=CCN1CCN(C(CCC)c2nnnn2Cc2ccco2)CC1 (stereo not drawn)
    -8 | -19 | 1 | -5 | -5 | 10 | -2 | -4 | -3
34	CCCCOc1ncnc2c1[nH]c1ccccc12
    -8 | -21 | 5 | 1 | 2 | 12 | 1 | -3 | 15
35	Cc1cc(C(=O)NCCCN2CCN(c3cc(Cl)ccc3C)CC2)n(-c2ccccc2)n1
    -9 | -4 | 6 | 3 | -2 | 4 | -2 | -7 | 10
36	Cc1ccc(NC(=O)CCNC(=O)c2ccco2)cc1
    -22 | . | 2 | 9 | . | -2[fluorescence artefact?] | -1 | 0[fluorescence artefact?] | 12
37	CCN1CCCC1CNC(=O)C(=O)NCc1ccccc1 (stereo not drawn)
    -4 | -33 | 6 | -5 | -6 | -6 | 0 | -2 | 1
38	CN(C(=O)COc1cccc(Br)c1)C1CCS(=O)(=O)C1 (stereo not drawn)
    -4 | 3 | -2 | -1 | 1 | 7 | -2 | 6 | 17
39	CCOC(=O)C1=C(C)NC(=O)CC1c1ccccc1 (stereo not drawn)
    -15 | -5 | 1 | -5 | -2 | 3[fluorescence artefact?] | -7 | -1 | 3
40	CCOc1ccccc1NC(=O)CSc1nnc(-c2ccccc2Cl)n1Cc1ccco1
    -10 | -6 | 1 | 7 | -3 | 14[fluorescence artefact?] | 3 | 1[fluorescence artefact?] | 22
41	CCCOc1cccc(-c2nn(-c3ccccc3)cc2/C=C(\C#N)C(=O)NCCCn2ccnc2)c1
    -4 | -11 | -1 | -6 | -37 | -5 | 5 | 3 | 5
42	COc1ccccc1CNC(=O)COc1ccc([N+](=O)[O-])cc1
    -4 | 0 | -1 | -3 | -12 | 1 | -2 | 0 | 5
43	COc1ccc(Cn2c(-c3ccc(Br)cc3)c[n+]3ccccc23)cc1
    -5 | -6 | -2 | -3 | 1 | -4[fluorescence artefact?] | -2 | 2 | 7
44	CSc1nnc2c3ccccc3c3ccccc3c2n1
    -8 | -3 | 0 | 8 | . | -7 | 3 | -29 | 11
45	CCc1ccccc1N1CN(Cc2ccco2)CNC1=S
    -8 | 2 | 1 | 3 | 12 | -1 | 5 | 4 | 6
46	COc1cccc(NC2SC(=O)N(c3ccccc3)C2=O)c1 (stereo not drawn)
    1 | -26 | -2 | 8 | 0 | 2[fluorescence artefact?] | 1 | 0 | 18
47	c1ccc2c(c1)CCN(Cc1nnnn1Cc1ccc3c(c1)OCO3)C2
    -28 | -2 | 3 | 3 | -8 | 15 | 1 | -4 | 13
48	Cc1cccc(C)c1OCc1nnc2c3cnn(C)c3ncn12
    -2 | . | -3 | 0 | -2 | 0[fluorescence artefact?] | -2 | -1 | 2
49	Cc1nn(C)cc1NC(=O)CCSc1nc(-c2ccco2)cc(C(F)(F)F)n1
    4 | -9 | -2 | -24 | 0 | 8 | -2 | -6 | 9
50	Cc1ccc([N+](=O)[O-])c2cccnc12
    -1 | -15 | 1 | 8 | -5 | -1 | 3 | 5 | 13

Part of the list above in order of count of non-hydrogen atoms, ascending.
Results follow in this order: hK5 inh | MDM2 E3 inh | Wee1 degr inh | FXIa inh 1536 | Rad51 HR inh | 14-3-3 Bad inh | p97 inhibitor | eIF4E 4G PPI | FXIIa inh 1536
43	COc1ccc(Cn2c(-c3ccc(Br)cc3)c[n+]3ccccc23)cc1
    -5 | -6 | -2 | -3 | 1 | -4[fluorescence artefact?] | -2 | 2 | 7
27	CC(C)c1ccc(NC(=O)C(c2ccc3c(c2)OCO3)N2CCCCC2)cc1 (stereo not drawn)
    -22 | -8 | 2 | -4 | 5 | -3 | -3 | -2 | 0
5	O=C(c1cnn2c(C(F)(F)F)cc(-c3ccco3)nc12)N1CCCc2ccccc21
    -4 | -10 | -4 | 4 | -5 | 5 | 1 | -1 | 10

Fetched by structure from above:
Results follow in this order: hK5 inh | MDM2 E3 inh | Wee1 degr inh | FXIa inh 1536 | Rad51 HR inh | 14-3-3 Bad inh | p97 inhibitor | eIF4E 4G PPI | FXIIa inh 1536
48	Cc1cccc(C)c1OCc1nnc2c3cnn(C)c3ncn12
    -2 | . | -3 | 0 | -2 | 0[fluorescence artefact?] | -2 | -1 | 2
36	Cc1ccc(NC(=O)CCNC(=O)c2ccco2)cc1
    -22 | . | 2 | 9 | . | -2[fluorescence artefact?] | -1 | 0[fluorescence artefact?] | 12

Compound activity from PubChem.
